TROY NFkB inh – blocks TROY-dependent signaling in reporter cells. Q293 LMP1-TROYcd NF-kB luciferase reporter, 4 h. AID 1347056. 360,000 tested, 0.98% active. inhibition, % at 10 µM;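 active = compounds whose plate-normalised and pattern-corrected inhibition of the luciferase reporter signal at the single screening dose is 50% or more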
Shn3 inh set2 – inhibitors of Schnurri-3 3'UTR reporter in osteoblasts. inhibition, % at 12.5 µM. 360,000 tested, 0.52% active. Clone20 osteoblast Shn3 3'UTR firefly luciferase, 24 h;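 active = mean inhibition of at least 75% with every replicate also reaching 75%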;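 note: 0% = median of neutral control wells and 100% = pilot-screen positive control compound; some compounds past the cut are filed as inactive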
TWEAK Fn14 block – inhibitors of TWEAK-Fn14 interaction signaling; TWEAK-stimulated Fn14 reporter cells, luciferase luminescence, 8 h; inhibition, % at 10 µM; 360,000 tested, 2% active; in the data active = inhibition above about 50%
CF NFkB block – inhibitors of cystic fibrosis induced NF-kB; KKLEB NF-kB-GFP reporter, PAF-induced, GFP fluorescence overnight; inhibition, % at 5 µM; 360,000 tested, 0.86% active; AID 588850;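 active = at least 50% inhibition at 5 µM, scaled per plate between neutral and stimulator controls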;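 note: PAF is a Pseudomonas aeruginosa culture filtrate used as stimulus; plate controls were PAF-stimulated DMSO wells for no effect and unstimulated DMSO wells for full effect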
KKLEB tox – reduces viability of KKLEB cystic fibrosis airway cells | KKLEB CF airway cells viability, ATPlite luminescence, overnight; active compounds read low; cells stimulated with P. aeruginosa culture filtrate | activity change (cytotoxicity), % at 5 µM | 360,000 tested, 0.36% active | AID 602141;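 active = corrected activity change at or below -50% at 5 µM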
NCOA1 inh – inhibitors of human steroid receptor coactivator 1 (SRC1). Q15788. HEK293 GAL4-SRC1 luciferase reporter, luminescence. inhibition, % at 3.6 µM. 360,000 tested, 0.12% active. AID 588354;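 active = inhibition above the campaign mean plus 3 SD, with each screening campaign given its own cutoff, cut at about 60% in these data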;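 note: 0% = DMSO treated cells and 100% = gossypol at 36 µM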
Target sequence (Q15788 whole entry, looked up, the tested form may be a part): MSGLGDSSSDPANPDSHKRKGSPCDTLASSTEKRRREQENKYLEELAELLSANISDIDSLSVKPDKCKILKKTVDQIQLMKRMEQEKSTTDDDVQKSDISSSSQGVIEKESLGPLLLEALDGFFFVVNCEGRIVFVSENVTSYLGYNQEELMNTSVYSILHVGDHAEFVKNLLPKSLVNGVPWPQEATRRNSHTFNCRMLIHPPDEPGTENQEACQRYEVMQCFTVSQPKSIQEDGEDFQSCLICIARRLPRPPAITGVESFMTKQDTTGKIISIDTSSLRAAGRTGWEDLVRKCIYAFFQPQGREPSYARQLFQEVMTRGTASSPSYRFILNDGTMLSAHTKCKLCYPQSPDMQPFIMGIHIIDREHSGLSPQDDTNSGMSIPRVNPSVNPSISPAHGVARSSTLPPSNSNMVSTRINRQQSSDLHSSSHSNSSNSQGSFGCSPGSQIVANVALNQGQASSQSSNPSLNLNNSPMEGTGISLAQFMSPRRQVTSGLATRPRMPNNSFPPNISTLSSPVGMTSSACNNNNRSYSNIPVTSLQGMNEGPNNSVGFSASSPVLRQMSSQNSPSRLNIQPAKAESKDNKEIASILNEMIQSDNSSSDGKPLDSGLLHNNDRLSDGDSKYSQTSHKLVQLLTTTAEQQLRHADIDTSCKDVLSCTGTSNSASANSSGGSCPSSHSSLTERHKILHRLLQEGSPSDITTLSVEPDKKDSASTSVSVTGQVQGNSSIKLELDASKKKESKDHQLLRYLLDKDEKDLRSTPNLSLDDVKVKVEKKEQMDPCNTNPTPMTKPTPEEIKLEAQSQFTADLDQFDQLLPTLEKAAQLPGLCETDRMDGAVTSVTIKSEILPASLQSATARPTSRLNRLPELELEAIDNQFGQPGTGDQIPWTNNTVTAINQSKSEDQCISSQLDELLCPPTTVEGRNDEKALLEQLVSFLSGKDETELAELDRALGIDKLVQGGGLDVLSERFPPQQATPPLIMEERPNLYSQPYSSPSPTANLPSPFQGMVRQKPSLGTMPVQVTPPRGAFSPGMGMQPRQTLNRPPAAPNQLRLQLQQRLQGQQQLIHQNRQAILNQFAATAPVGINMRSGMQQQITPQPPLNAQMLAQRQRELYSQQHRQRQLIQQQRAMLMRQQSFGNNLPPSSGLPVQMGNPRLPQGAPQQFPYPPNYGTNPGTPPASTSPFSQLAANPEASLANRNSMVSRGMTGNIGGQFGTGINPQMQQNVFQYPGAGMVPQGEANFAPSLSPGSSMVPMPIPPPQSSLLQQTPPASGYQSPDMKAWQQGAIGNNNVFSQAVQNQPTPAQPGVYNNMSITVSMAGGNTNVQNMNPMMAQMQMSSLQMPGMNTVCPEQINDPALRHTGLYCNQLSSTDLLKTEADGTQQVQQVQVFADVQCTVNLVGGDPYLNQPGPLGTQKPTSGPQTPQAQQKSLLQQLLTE
COUP-TFII inh – blocks human COUP-TFII nuclear receptor; HEK293T NGFI-A luciferase reporter, luminescence; inhibition, % at 8.6 µM; 370,000 tested, 0.7% active; AID 686940;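 active = inhibition above a per-plate cutoff, mean inhibition of test wells between control levels plus 3 SD, cut at about 38% in these data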;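 note: cells cotransfected with COUP-TFII expression vector driving the NGFI-A reporter; 0% = median of COUP-TF2 test wells and 100% = reporter-only cells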
NCOA3 inh – inhibitors of human steroid receptor coactivator 3 (SRC3); inhibition, % at 3.6 µM; AID 588352; HEK293 GAL4-SRC3 luciferase reporter, luminescence; 360,000 tested, 0.17% active; Q9Y6Q9;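 active = inhibition above a per-campaign cutoff, the mean of all compounds plus 3 SD, cut at about 60% in these data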;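 note: 0% = DMSO-treated cells and 100% = gossypol-treated cells at 36 µM; higher means less SRC3-driven luciferase light from the GAL4 reporter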
LMP1 NFkB inh – reduces LMP1-driven NF-kappaB luciferase signal; LMP1-induced NF-kappaB luciferase reporter cells, luminescence; inhibition, % at 12.5 µM; 350,000 tested, 0.69% active; AID 504558; in the data active = inhibition above about 41%;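 note: 0% = neutral control wells and 100% = reference inhibitor control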
LRH-1 inv ag – inverse agonists of human LRH-1 (NR5A2); HEK293T StAR-luciferase reporter, LRH-1 transfected, 24 h; inhibition, % at 3.6 µM; 360,000 tested, 0.13% active;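 active = inhibition above the mean inhibition of all tested compounds plus 3 SD, cut at about 73% in these data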;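 note: 0% = DMSO wells and 100% = reporter-only cells lacking LRH-1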
C8 TRAIL sens – sensitizes caspase-8 expressing cells to TRAIL. NB7+C8 cells + TRAIL, ATPlite viability luminescence. inhibition (viability loss, TRAIL sensitization), % at 10 µM. 360,000 tested, 1% active. AID 624354;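 active = compounds causing at least 50% loss of cell viability in the single-dose screen, relative to plate controls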
* = called active by the depositor; . = no result given. This is a subset, so the mix of outcomes need not match the whole.

[1] Nn1c(Cc2cccc3ccccc23)nnc1SCCOc1ccc(F)cc1
[2] O=C(Nc1cccc(S(=O)(=O)N2CCCC2)c1)c1cccnc1
[3] CN(Cc1ccc(F)cc1)Cc1nc(CCc2ccccc2)no1
[4] CCOc1ccc(N(CC(=O)NCc2ccc(Cl)cc2)S(=O)(=O)c2ccccc2)cc1
[5] CCn1c(NC(=O)c2ccc(COc3ccc(C)cc3[N+](=O)[O-])o2)nc2ccccc21
[6] CCc1ccc2c(c1)C(C)=CC(C)(C)N2
[7] CCNC(=S)N(CCc1cccc(C)c1)Cc1cc2cc(OC)c(OC)cc2[nH]c1=O
[8] CC1=NN2C(=N)/C(=C\c3cc(C)n(Cc4ccccc4)c3C)C(=O)N=C2S1

Screen / compound no. | 1 | 2 | 3 | 4 | 5 | 6 | 7 | 8
TROY NFkB inh | 20 | 19 | 18 | 8 | 2 | 15 | 2 | 4
Shn3 inh set2 | -11 | 10 | 2 | 17 | 18 | 5 | -11 | 11
TWEAK Fn14 block | -3 | -5 | -7 | 50 | 16 | 3 | 13 | 1
CF NFkB block | 6 | 38 | -13 | -3 | -14 | -2 | -13 | 6
KKLEB tox | 4 | -18 | 6 | -3 | 6 | 0 | -5 | 0
NCOA1 inh | -38 | 9 | 7 | -16 | 1 | -18 | 5 | -2
COUP-TFII inh | -3 | 8 | 8 | 9 | -20 | -10 | 1 | 14
NCOA3 inh | 17 | 26 | 24 | -3 | 5 | -8 | 20 | 13
LMP1 NFkB inh | -9 | -3 | 3 | 2 | -6 | -6 | 7 | .
LRH-1 inv ag | -9 | 5 | 31 | 4 | -15 | 3 | 1 | 2
C8 TRAIL sens | -4 | 10 | 1 | -9 | 22 | -9 | -19 | -12

[9] COc1ccc(C(=O)N2CC3(CC(c4cccc(NC(=O)COc5ccc(Cl)cc5)c4)=NO3)C[C@@H]2C(N)=O)cc1 (stereo partly drawn)
[10] CC(C)(C)c1nc(SCC(=O)Nc2nc3c(s2)CCCC3)c2ccccc2n1
[11] CCC(C)NS(=O)(=O)c1ccc(NC(=O)CCC2CCCCC2)cc1 (stereo not drawn)
[12] CC(NCC1(N2CCOCC2)CCCCC1)C(=O)N1CCc2ccccc21 (stereo not drawn)
[13] Cc1ccc2nc(-c3ccc(NC(=O)CN4CCN(c5ccccn5)CC4)cc3)sc2c1
[14] CC(=O)Nc1ccc(C(=O)Nc2ccc(S(=O)(=O)N3CCCCC3)cc2)cc1
[15] O=C(COc1ccc(Br)cc1)NCCNC(=O)c1ccccn1
[16] Cc1c(Cl)c([N+](=O)[O-])nn1Cc1ccc(C(=O)Nc2ccc(Cl)cn2)o1

Screen / compound no. | 9 | 10 | 11 | 12 | 13 | 14 | 15 | 16
TROY NFkB inh | -15 | 19 | -7 | 4 | -3 | -3 | 4 | 0
Shn3 inh set2 | -7 | 19 | 19 | 6 | -105 | 2 | -16 | 20
TWEAK Fn14 block | 19 | -46 | 12 | 5 | 41 | 2 | -4 | 0
CF NFkB block | 1 | 26 | 1 | -9 | -29 | 20 | -15 | -10
KKLEB tox | -2 | -42 | 7 | 1 | 7 | -3 | 7 | -16
NCOA1 inh | -8 | 11 | -32 | -29 | -79 | -14 | -58 | -11
COUP-TFII inh | -10 | 10 | 5 | 16 | -15 | 8 | 4 | 0
NCOA3 inh | -17 | -9 | -5 | 11 | -62 | 1 | -8 | 8
LMP1 NFkB inh | -2 | 34 | 1 | 2 | . | 5 | -6 | 6
LRH-1 inv ag | -3 | 2 | 1 | -4 | -159 | -34 | 15 | -1
C8 TRAIL sens | 19 | 26 | 3 | 3 | 16 | -14 | 5 | 3

[17] O=C(NCc1cccc(Cl)c1)c1ccc2nc[nH]c2c1
[18] CC(=O)c1cccc(S(=O)(=O)NC2CC2)c1
[19] Brc1ccc(N=Nc2ccc3ccccc3n2)cc1
[20] Cc1cccc(C(=O)Nc2cccc(C(=O)N/N=C/c3cccc(C)n3)c2)c1
[21] COc1ccc(NC(=O)CCC(=O)Nc2cc(OC)c(NC(=O)c3cccs3)cc2OC)cc1
[22] COc1cc(NC(=O)COc2cc(O)c3c(c2)OC(C)(C)CC3=O)cc(OC)c1
[23] O=C(O)C1CC=CCC1C(=O)Nc1ccccc1Cl (stereo not drawn)
[24] O=C(N/N=C/C(Cl)=C/c1ccc([N+](=O)[O-])cc1)C(=O)Nc1cccc(C(=O)O)c1

Screen / compound no. | 17 | 18 | 19 | 20 | 21 | 22 | 23 | 24
TROY NFkB inh | 11 | 8 | 76* | -16 | -11 | 20 | -19 | -8
Shn3 inh set2 | 12 | 8 | 82 | 1 | 15 | 18 | -6 | -6
TWEAK Fn14 block | -7 | 4 | 99* | -42 | -8 | -3 | 22 | 3
CF NFkB block | 3 | 1 | -26 | -15 | 2 | -5 | 4 | -5
KKLEB tox | 2 | 4 | -98* | 5 | -17 | -1 | -6 | 10
NCOA1 inh | 8 | -10 | 14 | 4 | 2 | 1 | 6 | -13
COUP-TFII inh | -1 | 19 | 26 | -9 | 6 | 22 | 0 | 4
NCOA3 inh | 17 | 15 | 36 | -7 | 14 | -1 | 1 | 10
LMP1 NFkB inh | 1 | -5 | 63* | 10 | -9 | -2 | -6 | -2
LRH-1 inv ag | -17 | 14 | -7 | -18 | 17 | -1 | -6 | -20
C8 TRAIL sens | 23 | -9 | 92* | 34 | 27 | -1 | -6 | -10

[25] COc1cc(C2NC(=O)NC(C)=C2C(=O)OCC2CCCO2)ccc1O (stereo not drawn)
[26] O=Cc1c(NCc2ccccc2F)c2ccccc2[nH]c1=O
[27] CCOC(=O)CC(=O)CSc1ccc2nnc(-c3ccc(F)cc3)n2n1
[28] COc1ccccc1NS(=O)(=O)c1ccc2[nH]c(=O)[nH]c2c1
[29] CC(=O)N1c2ccc(S(=O)(=O)N3CCC(C(=O)NC4CCC(C)CC4)CC3)cc2CC1C (stereo not drawn)
[30] COc1ccccc1-c1sc2ccccc2c1-c1ccc2c(c1)OCO2
[31] CN(C)C(CNS(=O)(=O)c1cc([N+](=O)[O-])ccc1Cl)c1ccco1 (stereo not drawn)
[32] Cc1ccccc1OCCC(=O)N(CC(C)C)c1c(N)n(Cc2ccccc2)c(=O)[nH]c1=O

Screen / compound no. | 25 | 26 | 27 | 28 | 29 | 30 | 31 | 32
TROY NFkB inh | 9 | -12 | 28 | 3 | -8 | -36 | 5 | -6
Shn3 inh set2 | 6 | -32 | 10 | 7 | 36 | -26 | 4 | 0
TWEAK Fn14 block | -31 | -3 | -15 | -10 | 2 | 1 | 26 | 1
CF NFkB block | 14 | 7 | -4 | 4 | 10 | -2 | -22 | 6
KKLEB tox | -4 | -7 | 2 | 11 | -15 | 9 | 17 | -3
NCOA1 inh | 1 | -3 | 8 | 3 | -41 | -6 | -11 | -10
COUP-TFII inh | 3 | -11 | -7 | -13 | -8 | 3 | -2 | 12
NCOA3 inh | 22 | -8 | 18 | -6 | 3 | -16 | -10 | 8
LMP1 NFkB inh | 5 | 4 | 6 | -9 | -7 | -5 | -5 | -2
LRH-1 inv ag | 5 | 4 | 12 | -9 | 11 | 16 | 7 | 3
C8 TRAIL sens | -14 | -3 | 12 | 10 | 11 | 11 | -15 | 2

[33] O=C1CCCN1C(=O)CSc1nnnn1-c1cccc(F)c1
[34] Cc1ccc(NC(=S)NCCCN2CCOCC2)cc1
[35] Cc1cccc2cc(CN(C(=O)c3cccc([N+](=O)[O-])c3)C(C)C)c(=O)[nH]c12
[36] COc1ccc(/C=N\NC(=O)c2ccc([N+](=O)[O-])c(C)c2)cc1COc1ccccc1C(N)=O
[37] CC(C)C(=O)Nc1c(C(=O)N2CCN(c3ncccn3)CC2)oc2ccccc12
[38] O=C(CN1CCN(c2ccccn2)CC1)Nc1ccc2ccccc2c1
[39] c1ccc(-c2cn3cccnc3n2)cc1
[40] Fc1ccc(C2=NNC(=NCc3ccccc3)SC2)cc1F

Screen / compound no. | 33 | 34 | 35 | 36 | 37 | 38 | 39 | 40
TROY NFkB inh | 2 | -7 | -11 | 31 | -18 | -7 | -24 | -35
Shn3 inh set2 | -16 | -1 | -4 | -12 | -13 | -8 | -31 | -23
TWEAK Fn14 block | -3 | 12 | 1 | 28 | -17 | -37 | -15 | -6
CF NFkB block | 30 | 6 | 8 | 8 | -4 | 8 | -53 | 3
KKLEB tox | -18 | -1 | -10 | 5 | -4 | -8 | -15 | 6
NCOA1 inh | 7 | -7 | -21 | -15 | -1 | -44 | -16 | -70
COUP-TFII inh | -11 | 1 | 2 | 10 | -10 | -13 | -2 | -15
NCOA3 inh | -2 | -3 | 6 | 7 | -33 | -13 | -7 | -38
LMP1 NFkB inh | -8 | -6 | 1 | 9 | 4 | -11 | -7 | -13
LRH-1 inv ag | -7 | 1 | 13 | 23 | -10 | -18 | 0 | -30
C8 TRAIL sens | -13 | -5 | -8 | -4 | -7 | 6 | -1 | -7

[41] Cc1ccnc(NCc2c(O)ccc3ccccc23)c1
[42] Cc1ccc2nc(C)cc(Nc3ccc([N+](=O)[O-])cc3)c2c1
[43] Cc1ccc(N(CC(O)CN2CCCCC2)S(=O)(=O)c2ccc(C)cc2)cc1 (stereo not drawn)
[44] COc1ccc(Cl)cc1/C=C1/C(=O)ON=C1C
[45] CCOc1ccc(S(=O)(=O)N(C)c2ccc(OCC(=O)OCc3c(C)noc3C)cc2)cc1
[46] CCCOc1ccc(/C=C/C(=O)NCc2ccccc2)cc1
[47] C/C(=N\NC(=O)C(=O)Nc1cc(C)ccc1C)c1ccncc1

Screen / compound no. | 41 | 42 | 43 | 44 | 45 | 46 | 47
TROY NFkB inh | -27 | -20 | 18 | -15 | 20 | -30 | 15
Shn3 inh set2 | 2 | 48 | -1 | -19 | 0 | -3 | 23
TWEAK Fn14 block | 1 | -151 | 8 | 14 | 10 | -14 | -3
CF NFkB block | 5 | -72 | 8 | 4 | 2 | -4 | 8
KKLEB tox | 6 | -24 | -7 | 0 | 4 | 5 | -2
NCOA1 inh | 0 | 2 | 1 | 17 | -14 | -20 | 10
COUP-TFII inh | 17 | -38 | 11 | -3 | -9 | 11 | 16
NCOA3 inh | -1 | 11 | 1 | -2 | -23 | 5 | 0
LMP1 NFkB inh | 2 | -98 | 3 | 1 | 2 | 2 | 1
LRH-1 inv ag | 16 | 1 | -8 | 4 | -4 | 25 | 1
C8 TRAIL sens | -1 | 15 | -18 | -14 | 2 | 5 | -15

Sorted by value in CF NFkB block (low to high): four from the list above.
item	SMILES	Shn3 inh set2	TWEAK Fn14 block	CF NFkB block	NCOA1 inh	COUP-TFII inh	NCOA3 inh	LMP1 NFkB inh	LRH-1 inv ag
46	CCCOc1ccc(/C=C/C(=O)NCc2ccccc2)cc1	-3	-14	-4	-20	11	5	2	25
44	COc1ccc(Cl)cc1/C=C1/C(=O)ON=C1C	-19	14	4	17	-3	-2	1	4
41	Cc1ccnc(NCc2c(O)ccc3ccccc23)c1	2	1	5	0	17	-1	2	16
47	C/C(=N\NC(=O)C(=O)Nc1cc(C)ccc1C)c1ccncc1	23	-3	8	10	16	0	1	1
